tim10-1 inh = growth inhibitors of tim10-1 mutant yeast, primary screen, luminescence, uHTS | S. cerevisiae tim10-1 ts strain growth, BacTiter-Glo, 24 h | inhibition, % at 20 µM | actives 2.2% (n = 330,000);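 active = inhibition of at least 40%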;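 also: mutant grown at 25 °C; 0% = DMSO wells with yeast and 100% = wells holding no yeast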
697 NFkB inh = inhibitors of PMA/ionomycin-induced NF-kB reporter, 697 cells, primary screen, B-cell NF-kB inhibitor project, cell-based, luminescence, uHTS; 697 B-cell NF-kB luciferase reporter, 16 h; inhibition, % at 4 µM; actives 0.33% (n = 330,000); AID 435022, 2010; in the data active = inhibition above about 35%
UPR XBP1 act = activators of adaptive XBP1 UPR arm, primary screen, cell-based, CHO-XBP1 luciferase reporter, luminescence, uHTS; IRE1-XBP1 UPR activation; percent of tunicamycin response, DMSO as zero; activation, % at 20 µM; actives 0.33% (n = 330,000); AID 463104, 2010;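 active = versus positive control, 20 µM dose yields 30% or more activation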;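 also: 100% = tunicamycin at 10 µg/mL and 0% = DMSO only wells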
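Signal: luciferase luminescence; Assay system: CHO-XBP1 luciferase reporter cells; Amount: one thousand reporter cells per well; Dosing: 20 µM single concentration, DMSO 1%; Benchmarks: high control tunicamycin 10 µg/mL final, low control DMSO vehicle only; Schedule: 6 h compound exposure at 37 °C, 5% CO2; Evaluation: percent activation relative to tunicamycin reference.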
Jurkat NFkB inh = inhibitors of induced NF-kB luciferase reporter, primary screen, TCR NF-kB activation inhibitor project, cell-based, luminescence, uHTS; actives 0.53% (n = 330,000); inhibition, % at 4 µM; Jurkat, PMA/ionomycin-induced NF-kB luciferase reporter; AID 435003, 2010; in the data active = inhibition above about 50%
TIM10 inh = growth inhibitors of isogenic TIM10 control yeast, primary screen, counter-screen for tim10-1 yeast inhibitor project, luminescence, uHTS. S. cerevisiae TIM10 strain growth, BacTiter-Glo luminescence, 24 h. inhibition, % at 10 µM. actives 1.4% (n = 330,000). AID 463195, 2010;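 active = inhibition of 40% or more at the single tested concentration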;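 also: wild-type TIM10 isogenic control strain grown at permissive 25 °C; 0% = DMSO yeast wells and 100% = minimal medium wells without yeast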
UPR CHOP act = activators of apoptotic CHOP UPR arm, primary screen, cell-based, CHO-CHOP luciferase reporter, luminescence, uHTS; UPR activation; percent of tunicamycin response over DMSO baseline; activation, % at 10 µM; actives 0.34% (n = 330,000); AID 449763, 2010;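 active = at 10 µM dose, activation of 40% or more, normalized to positive control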;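 also: 100% = tunicamycin at 10 µg/mL and 0% = DMSO alone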
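measured by = luciferase luminescence | assay system = CHO-CHOP cells, stable luciferase reporter of PERK-eIF2a-CHOP signalling | amount = 500 reporter cells seeded per well | timing = 6 h compound exposure at 37 °C after overnight seeding | controls = positive tunicamycin 10 µg/mL, negative DMSO alone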
Mdm2 MdmX PPI = inhibitors of human Mdm2-MdmX association, primary screen, cell-based, luminescence, split luciferase, SaOS-2, uHTS; AID 485346, 2010; actives 3% (n = 330,000); Protein Mdm4 (Homo sapiens) + E3 ubiquitin-protein ligase Mdm2 (Homo sapiens), …; SaOS-2 split-luciferase Mdm2/MdmX complementation; inhibition, % at 8 µM;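 active = inhibition of at least 50% at 8 µM in the primary screen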
Target sequence (O15151 whole entry, looked up): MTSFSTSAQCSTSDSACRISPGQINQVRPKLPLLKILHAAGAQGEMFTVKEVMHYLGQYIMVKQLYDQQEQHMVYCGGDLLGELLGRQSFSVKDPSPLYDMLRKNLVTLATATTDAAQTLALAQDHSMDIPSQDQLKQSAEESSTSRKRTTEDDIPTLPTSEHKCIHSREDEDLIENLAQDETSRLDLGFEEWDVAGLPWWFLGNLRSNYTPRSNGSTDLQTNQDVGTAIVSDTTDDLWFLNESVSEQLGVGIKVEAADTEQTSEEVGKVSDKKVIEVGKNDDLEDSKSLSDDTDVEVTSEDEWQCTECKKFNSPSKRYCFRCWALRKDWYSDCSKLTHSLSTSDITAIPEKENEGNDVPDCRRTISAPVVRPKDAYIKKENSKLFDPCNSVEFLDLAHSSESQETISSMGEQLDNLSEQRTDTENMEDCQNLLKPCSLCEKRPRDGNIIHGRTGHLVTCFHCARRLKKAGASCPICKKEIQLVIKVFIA
Target sequence (Q00987 whole entry, looked up): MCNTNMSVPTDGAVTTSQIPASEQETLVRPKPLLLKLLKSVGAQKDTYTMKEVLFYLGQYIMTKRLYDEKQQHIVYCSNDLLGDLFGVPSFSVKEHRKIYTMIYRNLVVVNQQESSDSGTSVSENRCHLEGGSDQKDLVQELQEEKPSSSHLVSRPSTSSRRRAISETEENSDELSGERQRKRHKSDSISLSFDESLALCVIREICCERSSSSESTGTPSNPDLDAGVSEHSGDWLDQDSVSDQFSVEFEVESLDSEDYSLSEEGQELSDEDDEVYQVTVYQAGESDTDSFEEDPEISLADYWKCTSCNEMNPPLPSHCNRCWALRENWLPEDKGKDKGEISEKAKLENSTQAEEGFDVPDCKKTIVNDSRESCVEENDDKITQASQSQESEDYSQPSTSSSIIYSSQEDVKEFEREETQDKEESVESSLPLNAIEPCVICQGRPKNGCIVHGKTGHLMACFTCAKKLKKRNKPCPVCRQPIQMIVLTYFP
tim23-1 inh = growth inhibitors of tim23-1 mutant yeast, primary screen, luminescence, uHTS; S. cerevisiae tim23-1 growth, BacTiter-Glo luminescence, 24 h; inhibition, % at 20 µM; AID 463212, 2010; actives 1.3% (n = 330,000);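 active = growth inhibition of the mutant yeast at or above 50%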;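 also: temperature-sensitive mutant grown at 25 °C; plate controls were DMSO-treated mutant yeast for no effect and medium wells lacking yeast for full effect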
* hit, by the source's call; nt = not tested or not shown. Not a hit list (roughly 6.6% active in at least one column).

SMILES | tim10-1 inh | 697 NFkB inh | UPR XBP1 act | Jurkat NFkB inh | TIM10 inh | UPR CHOP act | Mdm2 MdmX PPI | tim23-1 inh
COc1ccc(NC(=O)C2CCN(S(=O)(=O)c3cccnc3)CC2)cc1Cl | -8 | 17 | -3 | 4 | -2 | -0.5 | 9 | -4
COc1ccc(C2CC(c3ccc(OC)cc3)n3nc(NC(=O)c4cccs4)nc3N2)cc1 (stereo not drawn) | 16 | 17 | 0 | 15 | 16 | 12 | 3 | 1
CCOC(=O)C1C(=O)C(C(C)=O)C(=O)CC1CC(C)SCC (stereo not drawn) | -28 | 9 | 2 | 6 | -32 | -0.1 | 5 | 0
Cc1ccc(CNC(=O)c2ccc(NS(=O)(=O)c3c(C)noc3C)cc2)cc1 | 16 | 20 | -4 | 8 | -11 | 0.4 | 10 | 6
CN(Cc1ccc(Cl)cc1Cl)C(=O)c1cccc(S(=O)(=O)N2CCN(c3ccccc3)CC2)c1 | 14 | 0 | -1 | 17 | 8 | 4.8 | 34 | 15
O=C(NNC(=S)Nc1ccccc1)Nc1ccccc1 | -14 | -49 | 1 | -30 | -10 | 3.0 | -23 | 9
CN(c1ccccc1)S(=O)(=O)c1ccc(C(=O)OCC(=O)N2CCOCC2)cc1 | 14 | -16 | 0 | 5 | 8 | 1.5 | 2 | 7
O=C(Cn1c(=O)oc2ccccc21)Nc1ccc(F)cc1 | 6 | -29 | -2 | -29 | 0 | 1.9 | -1 | 15
COc1ccc(CNC(=O)COC(=O)CCOc2ccccc2)cc1 | 25 | 11 | -1 | 4 | -10 | -0.2 | 18 | 4
CC(=O)NNC(=O)CN1C(=O)/C(=C/c2ccccc2)SC1=S | 0 | -16 | -1 | 6 | -16 | -0.7 | -3 | -1
CCOC(=O)C1=C(C)Nc2nc3ccccc3n2C1c1ccncc1 (stereo not drawn) | 14 | -14 | -2 | -13 | -7 | -1.1 | -7 | -9
Oc1ccccc1C=NC1CCCCC1N=Cc1ccccc1O (stereo not drawn) | -18 | -25 | -5 | -10 | -9 | 3.8 | 18 | 0

One compound at a time, from the list above. Order of screens: tim10-1 inh	697 NFkB inh	UPR XBP1 act	Jurkat NFkB inh	TIM10 inh	UPR CHOP act	Mdm2 MdmX PPI	tim23-1 inh
Profile of O=C(NNC(=S)Nc1ccccc1)Nc1ccccc1 → -14	-49	1	-30	-10	3.0	-23	9
Profile of COc1ccc(CNC(=O)COC(=O)CCOc2ccccc2)cc1 → 25	11	-1	4	-10	-0.2	18	4
Profile of COc1ccc(C2CC(c3ccc(OC)cc3)n3nc(NC(=O)c4cccs4)nc3N2)cc1 (stereo not drawn) → 16	17	0	15	16	12	3	1
Profile of Oc1ccccc1C=NC1CCCCC1N=Cc1ccccc1O (stereo not drawn) → -18	-25	-5	-10	-9	3.8	18	0
Profile of CN(c1ccccc1)S(=O)(=O)c1ccc(C(=O)OCC(=O)N2CCOCC2)cc1 → 14	-16	0	5	8	1.5	2	7

(list continues)
SMILES | tim10-1 inh | 697 NFkB inh | UPR XBP1 act | Jurkat NFkB inh | TIM10 inh | UPR CHOP act | Mdm2 MdmX PPI | tim23-1 inh
CC(OC(=O)Cc1c[nH]c2ccccc12)C(=O)NC1CCCCC1C (stereo not drawn) | 27 | 7 | 0 | -5 | 1 | 7.7 | -11 | 29
Cc1onc(-c2ccccc2Cl)c1C(=O)Nc1ccccc1C(=O)NC(C)C | 27 | -51 | 1 | -15 | 11 | -1.7 | -2 | 33
O=C(C(=O)c1ccc(O)cc1)c1ccccc1 | 28 | 5 | -1 | 4 | 16 | 3.0 | 18 | 12
CC(C)CC(CO)N1CCN(C(=O)c2ccccc2)CCC1=O (stereo not drawn) | 10 | -5 | 3 | 2 | 6 | -0.3 | -13 | 5
O=C(NC1CCCC1)C(c1cccnc1)N(Cc1ccc(F)cc1)C(=O)c1csnn1 (stereo not drawn) | -18 | 22 | 2 | 6 | 13 | -0.6 | 15 | -1
COc1cccc(CNC(=O)CCSCc2ccccc2F)c1 | 11 | -13 | -1 | -4 | -9 | 1.5 | -3 | 24
O=C(Cc1cc(=O)[nH]c(=O)[nH]1)NCc1ccc(Cl)cc1 | 11 | -15 | 0 | 1 | -3 | -2.2 | 3 | -6
Cc1cccc(NC(=S)N2CCN(S(=O)(=O)c3cccc(F)c3)CC2)c1 | 7 | -7 | -2 | -4 | -7 | -1.0 | 37 | 15
O=C(COc1ccccc1)Nc1nnc(-c2ccccc2)o1 | 15 | 7 | 2 | 5 | 19 | 1.5 | 7 | 23
CCOc1ccc(S(=O)(=O)Nc2cccc(Cl)c2)cc1 | 29 | -14 | -4 | 29 | 49* | 1.2 | 25 | 48
CCOc1ccccc1CN1CCN(C2CCC2)CC1CCO (stereo not drawn) | 11 | -4 | -2 | 2 | -5 | 1.3 | 11 | 5
CCCCCCn1c(CN2CCCCC2C)nc2c1c(=O)n(C)c(=O)n2C (stereo not drawn) | 15 | -27 | 1 | 5 | 11 | -0.8 | -4 | 23
CC(c1ccccc1)n1c(SCC(=O)Nc2ccccc2)n[nH]c1=O (stereo not drawn) | -7 | -13 | -1 | 7 | 6 | -0.4 | 29 | 1
CN(C)c1cccc(C(=O)OCC(=O)N(C)c2ccccc2)c1 | 48* | -4 | 0 | 3 | 30 | 0.9 | 13 | 52*
CCn1cc(C(=O)NCCCN2CCCC2)c(=O)c2cc(S(=O)(=O)N3CCc4ccccc4C3)ccc21 | -14 | 3 | 1 | -10 | -8 | -1.6 | 26 | -7
CC(C)CN(C(=O)COC(=O)CSc1ccccc1)c1c(N)n(Cc2ccccc2)c(=O)[nH]c1=O | 12 | 7 | 0 | -3 | 7 | -0.1 | -3 | 5
Cc1cc(NC(=O)CSCC(=O)Nc2nc3ccc(F)cc3s2)no1 | 8 | -4 | 3 | 10 | 2 | 1.0 | -24 | 18
COc1ccc(/C=C2\SC(=O)N(CC(=O)NC3C=CS(=O)(=O)C3)C2=O)cc1 (stereo not drawn) | -14 | -6 | -4 | 15 | -20 | 2.3 | 35 | -5
CCCCCN(C(=O)CCC(=O)OCC(=O)Nc1ccc(C)cc1F)c1c(N)n(CCCC)c(=O)[nH]c1=O | -5 | 21 | -3 | 2 | 12 | 1.7 | 10 | 4
CCOC(=O)N/N=C/c1ccc(F)cc1 | 11 | -18 | 1 | -17 | 4 | 2.8 | -14 | -5
COc1ccc(CNC(=O)[C@@H](C)NC(=O)C2CCN(C(=O)[C@@H](N)CCSC)CC2)cc1 | 5 | 1 | 1 | -7 | -1 | -3.4 | 17 | 6
CCOc1ccc(CCNc2nc3c(c(=O)n(C)c(=O)n3C)n2CC)cc1OCC | 13 | -5 | 0 | 37 | -2 | -0.4 | 9 | -10
CC[C@]12c3[nH]c4cc(-c5ccco5)ccc4c3CCN1C(=O)[C@@H](CC(=O)NCCCn1ccnc1)C[C@@H]2C(=O)N1CCN(C(=O)C2CC2)CC1 | 2 | 25 | 0 | nt | -6 | 3.6 | 15 | 24
O=C(OCC(=O)N1CCCC1)c1ccc(Cl)nc1 | -13 | 12 | -1 | -13 | -6 | -0.8 | 7 | -4

Random excerpt: two compounds from above.
SMILES | tim10-1 inh | 697 NFkB inh | UPR XBP1 act | Jurkat NFkB inh | TIM10 inh | UPR CHOP act | Mdm2 MdmX PPI | tim23-1 inh
CC[C@]12c3[nH]c4cc(-c5ccco5)ccc4c3CCN1C(=O)[C@@H](CC(=O)NCCCn1ccnc1)C[C@@H]2C(=O)N1CCN(C(=O)C2CC2)CC1 | 2 | 25 | 0 | nt | -6 | 3.6 | 15 | 24
COc1ccc(CNC(=O)[C@@H](C)NC(=O)C2CCN(C(=O)[C@@H](N)CCSC)CC2)cc1 | 5 | 1 | 1 | -7 | -1 | -3.4 | 17 | 6

The list continues:
SMILES | tim10-1 inh | 697 NFkB inh | UPR XBP1 act | Jurkat NFkB inh | TIM10 inh | UPR CHOP act | Mdm2 MdmX PPI | tim23-1 inh
CN(CC(O)CON=C1c2ccccc2-c2ccccc21)S(=O)(=O)c1ccc(Br)cc1 (stereo not drawn) | -7 | -10 | -1 | 10 | 18 | 0.1 | 16 | 1
COc1ccc(C(=O)NCC(=O)OCC(=O)NC(=O)NC2CCCCC2)cc1OC | 11 | 23 | 0 | -17 | -15 | -1.0 | 19 | -2
COc1ccc(NC(=O)CN2CCN(c3ccccc3)CC2)cc1 | 19 | -19 | 0 | -2 | -2 | -1.2 | -9 | 14
O=C(NCc1ccccn1)c1cccc(NS(=O)(=O)c2ccc(Br)cc2)c1 | 2 | 5 | -3 | -9 | 9 | -1.4 | 13 | 15
Nc1nc(-c2ccc3c(c2)CCCC3)cs1 | 59* | -107 | 2 | -95 | 32 | 3.6 | -129 | 51*
O=C(NCCc1ccccc1)C1CCCN1C(=O)NCc1ccccc1 (stereo not drawn) | 7 | -17 | 0 | -3 | 11 | 0.4 | 8 | -4
CN(CC(=O)Nc1ccccc1C(F)(F)F)C(=O)c1ccc(N2C(=O)CCC2=O)cc1 | -19 | 6 | -1 | 4 | -3 | 1.3 | 19 | -3
CC1(C)NC(=O)N(CCOCCOc2ccccc2-c2ccccc2)C1=O | 10 | 4 | -4 | 7 | 10 | -0.6 | 20 | 23
COc1ccc(OC2C(=O)N(c3ccc(C)c(C)c3)C2c2ccc(OC)c(OC)c2)cc1 (stereo not drawn) | 28 | -4 | 0 | 9 | 19 | 0.7 | 13 | 15
O=C(COc1ccc2ccc(=O)oc2c1)NCCCN1CCCC1=O | 8 | 13 | 2 | 9 | -1 | -1.1 | 4 | 5
CC(C)OC(=O)C1=C2SCC(=O)N2C(N)=C(C#N)C1 | 12 | 14 | 1 | 3 | 0 | 0.3 | 15 | 17
COc1ccc(N2CCN(C(=O)c3ccc(COc4ccc5c(C)cc(=O)oc5c4)cc3)CC2)cc1 | 4 | 5 | -2 | -9 | 11 | -2.0 | -9 | 23
CNC(=O)CN1C(=O)c2ccccc2S1(=O)=O | 3 | 14 | 0 | -2 | -1 | 2.6 | 10 | 5
Cc1cc(=O)oc2cc(OC(C)C(=O)Nc3nccs3)ccc12 (stereo not drawn) | -18 | -12 | 3 | 0 | -40 | 0.1 | -10 | -12
O=C(NCCCN1CCOCC1)c1ccc(Sc2ccccc2Cl)c([N+](=O)[O-])c1 | 17 | -7 | 0 | -23 | 8 | -1.1 | 22 | 0
Cc1cccc(Nc2n[nH]c(=S)s2)c1C | 21 | 3 | -2 | -8 | 19 | 0.7 | 0 | 13
O=C(COc1ccccc1Cl)Nc1cccnc1 | -2 | 6 | -2 | -56 | 7 | 1.9 | 13 | 0
O=C(CSc1nc(O)c(C2CCCCC2)c(=O)[nH]1)Nc1ccc(F)cc1 | 0 | -6 | 3 | 0 | 12 | 1.1 | 18 | -7
CN(C)CCCNC(=S)N(CCN(C)C)Cc1cc2cc3c(cc2[nH]c1=O)OCCO3 | 0 | 6 | -2 | 0 | 6 | 3.4 | 13 | 7
CC(OC(=O)c1ccc2c(=O)n3c(nc2c1)CCC3)C(=O)NC1CCCCC1C (stereo not drawn) | 8 | 4 | -5 | 3 | 15 | -0.2 | -8 | 18
CCn1c(SC)nnc1-c1sc2cc(Cl)ccc2c1Cl | 13 | 20 | 0 | -10 | 0 | 3.2 | 3 | 38
CCOC(=O)c1sc(NC(=O)CN2CC(C)OC(C)C2)nc1C (stereo not drawn) | 16 | 1 | -2 | -27 | 8 | -0.5 | -17 | 1
CC(NC(=S)NC(=O)c1cccs1)c1ccccc1 (stereo not drawn) | 24 | -4 | -1 | 8 | 29 | -0.1 | 19 | 52*

Bioassay records deposited in PubChem by Sanford-Burnham Center for Chemical Genomics.
